Screening results (PubChem BioAssay)
Mtb BioA inh – BioA (M. tuberculosis) enzyme inhibition; purified M. tuberculosis BioA enzyme, plate reader; inhibition, % at 9.99 µM; hit rate 0.096% among 360,000; in the data active = inhibition above about 40%
* = called active by the depositor.

Molecule	Mtb BioA inh
C[C@@H]1CN([C@H](C)CO)C(=O)Cc2cc(NC(=O)Nc3ccc4c(c3)OCO4)ccc2O[C@@H]1CN(C)Cc1ccc(Cl)c(Cl)c1	-2.6
COc1ccc(NC(=O)Nc2ccc3c(c2)C(=O)N([C@@H](C)CO)C[C@@H](C)[C@@H](CN(C)S(=O)(=O)c2ccccc2)O3)cc1	1.9
COc1cccc(S(=O)(=O)Nc2ccc3c(c2)OC[C@@H](C)N(C(=O)Cc2cccnc2)C[C@@H](C)[C@H](OC)CN(C)C3=O)c1	-0.1
C/C=C/c1cnc2c(c1)C(=O)N([C@H](C)CO)C[C@H](C)[C@H](CN(C)C(=O)Cc1cccnc1)O2	7.2
Cc1noc(C)c1NC(=O)N[C@H]1CC[C@@H](CCNC(=O)C2CCOCC2)O[C@H]1CO	0.0
Cc1noc(C)c1NC(=O)N(C)C[C@@H]1Oc2c(NS(=O)(=O)c3cccs3)cccc2C(=O)N([C@@H](C)CO)C[C@H]1C	-1.2
COc1ccccc1C#Cc1ccc([C@@H]2[C@@H](C#N)N(C(=O)C3CCC3)[C@@H]2CO)cc1	-1.7
C[C@H](CO)N1C[C@H](C)[C@@H](CN(C)C(=O)CN(C)C)Oc2cc(C#CCC3CCCC3)ccc2S1(=O)=O	-3.9
CN1C(=O)c2cc(NC(=O)c3cnccn3)ccc2OC[C@@H]2O[C@H](CC(=O)N[C@@H]3CCN(Cc4ccccc4)C3)CC[C@@H]21	1.5
Cc1ccccc1S(=O)(=O)N1C[C@H](O)COC[C@@H]2O[C@@H](CC(=O)NCc3ccccc3Cl)CC[C@H]21	0.8
C[C@H](CO)N1C[C@H](C)[C@H](CN(C)Cc2ccc3c(c2)OCO3)OCCCC[C@H](C)Oc2ccc(NS(C)(=O)=O)cc2C1=O	-1.3
CC(C)NC(=O)N(C)C[C@@H]1Oc2ccc(NS(=O)(=O)c3cn(C)cn3)cc2CC(=O)N([C@H](C)CO)C[C@H]1C	-2.2
COc1ccccc1NC(=O)N1C[C@H]2[C@@H](c3ccccc31)[C@@H](CO)N2Cc1ccc2c(c1)OCO2	-0.1
COC(=O)C[C@@H]1C[C@H]2c3cc(NS(=O)(=O)c4ccc(OC)cc4)ccc3O[C@H]2[C@@H](CO)O1	0.5
C[C@@H]1CCCCO[C@@H](CN(C)C(=O)NC2CCCCC2)[C@H](C)CN([C@@H](C)CO)C(=O)c2cc(NS(=O)(=O)c3cccs3)ccc2O1	0.1
CCC(=O)N1CC[C@H]2[C@@H]1c1cc(-c3ccc(C#N)cc3)ccc1N(C)[C@H]2CO	11.7
CO[C@@H]1CN(C)C(=O)c2cc(NC(=O)C3CCOCC3)ccc2OC[C@H](C)N(C)C[C@H]1C	-1.4
COCC(=O)N1C[C@@H](C)[C@H](OC)CN(C)C(=O)c2ccc(NS(C)(=O)=O)cc2OC[C@H]1C	-2.7
COC(=O)C[C@H]1CC[C@@H]2[C@@H](COc3ccc(NC(=O)c4cnccn4)cc3C(=O)N2C)O1	35.6
CCC(=O)N1[C@@H]2c3ccc(C4=CCCC4)c(=O)n3C[C@H]1[C@H](CO)[C@H]2C(=O)NCC1CCCCC1	-1.4
Cc1ccc(S(=O)(=O)N(C)C[C@H]2Oc3ccc(NC(=O)CCC(F)(F)F)cc3C(=O)N([C@@H](C)CO)C[C@H]2C)cc1	-3.3
C[C@@H]1CN([C@@H](C)CO)C(=O)c2cccc(NS(=O)(=O)c3ccc(F)cc3)c2O[C@H]1CN(C)Cc1ccncc1	-0.8
COc1cccc(C#Cc2ccc([C@H]3[C@@H](CO)N(C(=O)c4ccccn4)[C@H]3C#N)cc2)c1	6.6
O=C(NCC[C@@H]1CC[C@H](NS(=O)(=O)c2ccc(F)cc2)[C@H](CO)O1)Nc1ccc(F)cc1	1.7
Cc1ccc(S(=O)(=O)NCC[C@H]2CC[C@H](NC(=O)CC3CC3)[C@@H](CO)O2)cc1	-1.8
C[C@H](CO)N1C[C@H](C)[C@H](CN(C)S(=O)(=O)c2ccccc2)OCCCC[C@H](C)Oc2ccc(NC(=O)CCC(F)(F)F)cc2C1=O	2.9
CCCNC(=O)C[C@@H]1CC[C@H]2[C@H](COc3ccc(NC(=O)Nc4ccccc4F)cc3C(=O)N2C)O1	8.3
O=C(C[C@@H]1CC[C@@H]2[C@H](COC[C@H](O)CN2C(=O)Nc2ccc(F)cc2)O1)NC1CCC1	-1.8
CO[C@@H]1CN(C)C(=O)c2ccc(NC(=O)Nc3ccccc3F)cc2OC[C@@H](C)N(Cc2ccccc2C(=O)O)C[C@H]1C	-1.5
C[C@H]1CN([C@@H](C)CO)C(=O)c2cc(NC(=O)C3CC3)ccc2O[C@@H]1CN(C)C(=O)Nc1ccccc1	0.2
CC(C)C#Cc1ccc2c(c1)O[C@@H](CN(C)C(=O)CN(C)C)[C@@H](C)CN([C@@H](C)CO)S2(=O)=O	-3.5
C[C@@H]1CN([C@@H](C)CO)C(=O)c2cc(C3=CCCC3)cnc2O[C@H]1CN(C)Cc1ccc(C(=O)O)cc1	-3.0
C[C@H](CO)N1C[C@H](C)[C@@H](CN(C)CC2CC2)Oc2ccc(NS(=O)(=O)c3cccs3)cc2CC1=O	3.6
C[C@H](CO)N1C[C@H](C)[C@@H](CN(C)Cc2ccc(C(F)(F)F)cc2)Oc2ccc(NC(=O)CCC(F)(F)F)cc2C1=O	-2.7
C[C@H]1CN([C@@H](C)CO)C(=O)c2cccc(NC(=O)c3ccncc3)c2O[C@@H]1CN(C)Cc1ccc(C(=O)O)cc1	-0.6
COc1ccc(CN(C)C[C@@H]2Oc3ccc(NC(=O)Cc4cn(C)c5ccccc45)cc3C(=O)N([C@H](C)CO)C[C@H]2C)cc1	0.2
O=C(c1cccc(F)c1)N1CCCCN2[C@@H](CO)[C@H](c3ccc(C#CC4(O)CCCC4)cc3)[C@@H]2C1	5.4
O=C(NC[C@H]1[C@@H](c2ccccc2)[C@H](CO)N1CC1CCCC1)c1cccnc1	-2.6
CC(=O)N[C@@H]1CC[C@H](CCNC(=O)C2CC2)O[C@H]1CO	-2.5
CCCN1C[C@@H](C)[C@@H](OC)CN(C)C(=O)c2cc(NC(=O)c3cnccn3)ccc2OC[C@H]1C	1.6
COc1ccc(S(=O)(=O)Nc2cccc3c2O[C@H](CN(C)C(=O)NC(C)C)[C@H](C)CN([C@H](C)CO)C3=O)cc1	1.7
C[C@@H]1CN([C@@H](C)CO)C(=O)c2cc(NC(=O)Nc3ccccc3)ccc2O[C@H]1CN(C)S(=O)(=O)c1ccc(F)cc1	8.3
C[C@@H]1CN([C@@H](C)CO)S(=O)(=O)c2ccc(C#C[C@@H](C)O)cc2O[C@@H]1CN(C)C(=O)c1ccccc1	3.1
O=C(NCc1ccccc1F)[C@H]1N[C@H]2c3ccc(-c4ccccc4F)c(=O)n3C[C@H]2[C@@H]1CO	-3.3
C[C@@H]1CN([C@@H](C)CO)C(=O)c2cccc(NS(=O)(=O)c3ccc(Cl)cc3)c2O[C@@H]1CN(C)Cc1ccc2c(c1)OCO2	3.1
C[C@H]1CN([C@@H](C)CO)C(=O)c2cc(NS(C)(=O)=O)ccc2O[C@@H]1CN(C)S(=O)(=O)c1ccccc1	0.8
C[C@@H]1CN([C@H](C)CO)C(=O)c2cc(NS(=O)(=O)c3ccc(Cl)cc3)ccc2O[C@H]1CN(C)Cc1ccccc1	3.1
C[C@H]1CN([C@@H](C)CO)S(=O)(=O)c2ccc(-c3cccc(C#N)c3)cc2O[C@H]1CN(C)C(=O)Nc1cc(F)ccc1F	0.6
C[C@@H]1CN([C@@H](C)CO)C(=O)Cc2cc(NC(=O)Nc3ccccc3)ccc2O[C@@H]1CN(C)C(=O)Nc1ccc(C(F)(F)F)cc1	-0.5
C/C=C/c1cnc2c(c1)C(=O)N([C@@H](C)CO)C[C@@H](C)[C@@H](CN(C)C(=O)c1ccc3c(c1)OCO3)O2	0.2

The list goes on; the last six above are carried over.
Molecule	Mtb BioA inh
C[C@@H]1CN([C@@H](C)CO)C(=O)c2cccc(NS(=O)(=O)c3ccc(Cl)cc3)c2O[C@@H]1CN(C)Cc1ccc2c(c1)OCO2	3.1
C[C@H]1CN([C@@H](C)CO)C(=O)c2cc(NS(C)(=O)=O)ccc2O[C@@H]1CN(C)S(=O)(=O)c1ccccc1	0.8
C[C@@H]1CN([C@H](C)CO)C(=O)c2cc(NS(=O)(=O)c3ccc(Cl)cc3)ccc2O[C@H]1CN(C)Cc1ccccc1	3.1
C[C@H]1CN([C@@H](C)CO)S(=O)(=O)c2ccc(-c3cccc(C#N)c3)cc2O[C@H]1CN(C)C(=O)Nc1cc(F)ccc1F	0.6
C[C@@H]1CN([C@@H](C)CO)C(=O)Cc2cc(NC(=O)Nc3ccccc3)ccc2O[C@@H]1CN(C)C(=O)Nc1ccc(C(F)(F)F)cc1	-0.5
C/C=C/c1cnc2c(c1)C(=O)N([C@@H](C)CO)C[C@@H](C)[C@@H](CN(C)C(=O)c1ccc3c(c1)OCO3)O2	0.2
C[C@@H]1CN([C@@H](C)CO)C(=O)c2cc(NS(=O)(=O)c3cn(C)cn3)ccc2O[C@@H](C)CCCCO[C@@H]1CN(C)C(=O)CCC(F)(F)F	-0.5
C[C@@H]1CCCCO[C@H](CN(C)Cc2ccc(Cl)c(Cl)c2)[C@H](C)CN([C@@H](C)CO)C(=O)c2cc(NS(C)(=O)=O)ccc2O1	1.4
COCC#Cc1ccc2c(c1)O[C@@H](CN(C)C(=O)Nc1ccccc1F)[C@@H](C)CN([C@H](C)CO)S2(=O)=O	-5.5
CO[C@@H]1CN(C)C(=O)c2ccc(NC(=O)Nc3ccccc3F)cc2OC[C@@H](C)N(S(=O)(=O)CC(F)(F)F)C[C@H]1C	0.9
C[C@H](CO)N1C[C@H](C)[C@H](CN(C)C(=O)Nc2ccccc2)Oc2ccc(NC(=O)Nc3cccc4ccccc34)cc2CC1=O	0.0
CCCNC(=O)C[C@H]1CC[C@@H]2[C@H](COC[C@@H](O)CN2C(=O)C2CCOCC2)O1	-0.8
O=S(=O)(N[C@H]1CC[C@@H](CCn2cc(-c3cccc(F)c3)nn2)O[C@@H]1CO)c1ccc(F)cc1	5.5
CCC(=O)Nc1ccc2c(c1)OC[C@@H](C)N(Cc1ccccc1F)C[C@H](C)[C@H](OC)CN(C)C2=O	2.7
C[C@@H]1CCCCO[C@@H](CN(C)C(=O)NC2CCCCC2)[C@@H](C)CN([C@H](C)CO)C(=O)c2cc(NS(=O)(=O)c3cccs3)ccc2O1	0.4
C[C@@H]1CN([C@@H](C)CO)C(=O)c2cccc(NC(=O)c3ccc(-c4nccs4)cc3)c2O[C@H]1CN(C)S(=O)(=O)c1cccs1	-0.4
O=C(C[C@@H]1CC[C@H](NC(=O)c2ccc(F)cc2)[C@@H](CO)O1)NCc1ccncn1	-1.4
O=C(C[C@H]1C=C[C@H](NC(=O)c2ccccc2)[C@@H](CO)O1)Nc1ccc(-c2ccccc2)cc1	0.2
CC(C)C(=O)Nc1ccc2c(c1)C(=O)N(C)[C@H]1CC[C@H](CC(=O)Nc3ccccc3F)O[C@@H]1CO2	1.6
C[C@H](CO)N1C[C@H](C)[C@@H](CN(C)C)Oc2c(NC(=O)Nc3ccc(C(F)(F)F)cc3)cccc2C1=O	3.9
C[C@H]1CN([C@@H](C)CO)C(=O)c2cc(C3=CCCCC3)cnc2O[C@@H]1CN(C)C(=O)c1cccc(F)c1	-0.6
CC(C)NC(=O)Nc1cccc2c1O[C@H](CN(C)C(=O)NC(C)C)[C@H](C)CN([C@H](C)CO)C2=O	-4.0
COC(=O)[C@@]1(Cc2ccccc2N=[N+]=[N-])N=C(c2ccc(OCCCO)cc2)O[C@H]1c1ccccc1CN=[N+]=[N-]	-4.8
C[C@H]1CN([C@@H](C)CO)C(=O)c2cc(-c3ccc(F)cc3)cnc2O[C@@H]1CN(C)CC1CCCC1	-3.6
O=C(NC[C@@H]1[C@@H](c2ccccc2)[C@@H](CO)N1C(=O)Cc1cccnc1)C1CC1	8.1
C[C@@H]1CN([C@@H](C)CO)C(=O)Cc2cc(NC(=O)NC3CCCCC3)ccc2O[C@H]1CN(C)Cc1ccc(Oc2ccccc2)cc1	-2.8
C[C@H](CO)N1C[C@H](C)[C@H](CN(C)S(=O)(=O)c2ccc(F)cc2)Oc2ccc(NC(=O)C3CC3)cc2CC1=O	6.3
O=S(=O)(NCC[C@H]1CC[C@@H](NS(=O)(=O)c2ccccc2Cl)[C@@H](CO)O1)c1ccc(Cl)cc1	3.6
O=C(c1ccncc1)N1C[C@H]2[C@@H](c3ccccc31)[C@@H](CO)N2Cc1ccccc1F	-2.6
COCCNC(=O)C[C@H]1CC[C@H]2[C@@H](COc3ccc(NC(=O)c4cnccn4)cc3C(=O)N2C)O1	0.5
O=C(C[C@@H]1C[C@H]2c3cc(NC(=O)NC4CCCCC4)ccc3O[C@H]2[C@H](CO)O1)NCCc1ccccc1	-3.3
C[C@H](CO)N1C[C@H](C)[C@H](CN(C)CC2CC2)Oc2ccc(NS(=O)(=O)c3cn(C)cn3)cc2CC1=O	-2.4
C[C@@H]1CN([C@H](C)CO)C(=O)CCCn2nncc2CO[C@@H]1CN(C)C(=O)Nc1cccc(F)c1	-2.5
Cc1noc(C)c1NC(=O)Nc1ccc2c(c1)C(=O)N([C@@H](C)CO)C[C@@H](C)[C@@H](CN(C)Cc1ccccc1)OCCCC[C@H](C)O2	1.6
CN(C)C(=O)[C@@H]1[C@@H](CO)[C@@H]2Cn3c(ccc(-c4ccccc4)c3=O)[C@H]1N2CCc1ccccc1	0.6
CO[C@@H]1CN(C)C(=O)c2cc(NC(C)=O)ccc2OC[C@@H](C)N(C(=O)C2CCC2)C[C@@H]1C	-2.9
C[C@@H]1CN([C@H](C)CO)S(=O)(=O)c2ccc(C#CC3(O)CCCC3)cc2O[C@@H]1CN(C)C(=O)c1ccncc1	-1.9

Not all compounds are listed (hit frequency here may not be typical).
